Screening data from PubChem.
aGal spleen mod = qHTS Assay for Inhibitors and Activators of Human alpha-Galactosidase From Spleen Homogenate. Alpha-galactosidase A (Homo sapiens), P06280. 240,000 compounds, 0.008% hits. human spleen homogenate, 4MU-alpha-Gal fluorescence, 40 min. Potency, µM (series often up to 80 µM), without a hit: top-dose activity change, negative = inhibition, hits mostly inhibitors;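 note: 0% = enzyme with vehicle and -100% = no enzyme basal signal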
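qHTS titration in buffer at pH 5.0. Alpha-galactosidase activity in spleen homogenate was measured via 4-methylumbelliferone release from 1 mM fluorogenic substrate after 40 min at 37C and a pH 10 stop. AC50 came from Hill fits of control-normalized data.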
GAA spleen mod = qHTS Assay for Inhibitors and Activators of Human alpha-Glucosidase From Spleen Homogenate; human spleen homogenate, 4-MU-alpha-glucoside fluorescence; Lysosomal alpha-glucosidase (Homo sapiens), P10253; Potency, µM (top dose mostly 79.9 µM), for inactives: top-dose activity change, negative = inhibition, actives largely listed as inhibitors; 240,000 compounds, 0.006% hits;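 note: 0% = enzyme with vehicle and -100% = no enzyme basal signal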
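Compounds were titrated against alpha-glucosidase in spleen homogenate at pH 5.0, with 1 mM 4-methylumbelliferyl substrate for 40 min at 37 C. Reactions were quenched with pH 10 NaOH/glycine and fluorescence measured.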
GoLoco inh red = qHTS Assay for Inhibitors of RGS12 GoLoco Motif Activity (Red Fluorophore) | Guanine nucleotide-binding protein G(i) subunit alpha-1 (Homo sapiens), P63096 | Potency, µM (titrated, usually from 61.6 µM), inactives show top-dose activity, negative = inhibition, actives largely listed as inhibitors | AID 880, 2007 | Gai1:RGS12 GoLoco peptide FP, rhodamine, 10 min | 230,000 compounds, 0.44% hits; active = well fitted inhibition curve with a large enough effect, not every such curve was filed as active; inactive = no such curve, though single readings can be large or run the other way; note: % is set by controls: 0 for no effect and ±100 for the full control effect; nearly all actives have a fitted effect of over 30% in size; many of its hits are not listed in these tables
Target sequence (P63096 whole entry, looked up): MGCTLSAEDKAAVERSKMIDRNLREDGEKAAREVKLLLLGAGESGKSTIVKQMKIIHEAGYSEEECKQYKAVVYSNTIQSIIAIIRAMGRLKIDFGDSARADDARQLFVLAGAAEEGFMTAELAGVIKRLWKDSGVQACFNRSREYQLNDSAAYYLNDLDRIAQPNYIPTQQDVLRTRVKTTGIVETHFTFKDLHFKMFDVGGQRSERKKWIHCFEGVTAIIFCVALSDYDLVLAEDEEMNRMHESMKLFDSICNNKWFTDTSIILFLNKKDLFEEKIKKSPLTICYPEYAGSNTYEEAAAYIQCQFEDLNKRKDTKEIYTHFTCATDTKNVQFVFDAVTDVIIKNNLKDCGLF
GAA inh = qHTS Assay for Inhibitors of Human alpha-Glucosidase as a Potential Chaperone Treatment of Pompe Disease. Potency, µM (series often up to 76.9 µM), for the others: at the highest dose activity change, negative = inhibition, most hits filed as inhibitors. Lysosomal alpha-glucosidase (Homo sapiens), P10253. AID 1466, 2008. purified human GAA, 4-MU-alpha-glucoside fluorescence. 200,000 compounds, 0.005% hits;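 note: plate controls were uninhibited enzyme wells for no effect and no-enzyme background for full effect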
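Activity normalized between no-enzyme (basal) and enzyme-only wells. Conditions: 4 nM human enzyme, 400 uM fluorogenic substrate, citrate/phosphate pH 5.0 with Tween-20, 20 min room temperature, compounds up to 77 uM.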
SMN2 splice up = qHTS Assay for Enhancers of SMN2 Splice Variant Expression | 210,000 compounds, 2.8% hits | HEK293 SMN2-luciferase splicing reporter, luminescence, 30-36 h | Potency, µM (doses to about 46.1 µM), for the others: at the highest dose activity change, positive = activation, actives largely listed as activators | AID 1458, 2008; note: % of control where 0% means no effect; nearly all actives have a fitted effect of over 55% in size
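HEK293 cells carry an SMN2 […]–luciferase reporter in which exon 7 inclusion puts luciferase in frame. Cells were plated 10-12 h before compound addition, then incubated 30-36 h at 37C. ONE-Glo luminescence was read; sodium butyrate at 4.5 mM final served as control.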
JMJD2E inh = qHTS Assay for Inhibitors of Human Jumonji Domain Containing 2E (JMJD2E). Lysine-specific demethylase 4E (Homo sapiens), B2RXH2. JMJD2E catalytic domain, FDH-coupled NADH fluorescence (FDH is formaldehyde dehydrogenase). Potency, µM (highest dose often 57.1 µM), for inactives: at the highest dose activity change, negative = inhibition, actives largely listed as inhibitors. 230,000 compounds, 1.6% hits; active = well fitted inhibition curve with a large enough effect, not every such curve was filed as active; inconclusive = small, poorly fitted or top-dose-only effect, or another doubt; inactive = no such curve, though single readings can be large or run the other way;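 note: 0% = wells with enzyme and -100% = buffer wells without enzyme; nearly all actives have a fitted effect of over 50% in size; many of its hits are not listed in these tables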
GAA glycogen = qHTS Assay for Inhibitors and Activators of Human alpha-Glucosidase Cleavage of Glycogen; Potency, µM (top dose mostly 76.4 µM), inactives show at the top dose activity change, negative = inhibition, actives largely listed as inhibitors; recombinant GAA, glycogen substrate, Amplex Red glucose oxidase fluorescence; 300,000 compounds, 0.38% hits; Lysosomal alpha-glucosidase (Homo sapiens), P10253;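 note: 0% = full enzyme reaction and -100% = no-enzyme basal signal; the screen sought inhibitors and activators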
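Recombinant human alpha-glucosidase (4 nM final) hydrolysed bovine liver glycogen (30 ug) for 40 min at 37 C in pH 5.0 citrate/phosphate with 0.01% Tween-20. Released glucose detected by glucose oxidase/Amplex Red, Ex 573/Em 610 nm. Compounds up to 77 uM; AC50 from Hill fits.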
ALDH1A1 block = qHTS Assay for Inhibitors of Aldehyde Dehydrogenase 1 (ALDH1A1); 220,000 compounds, 7.3% hits; Purified ALDH1A1, NADH fluorescence, propionaldehyde substrate; Potency, µM (titrated, usually from 75.3 µM), for the others: at the highest dose activity, negative = inhibition, actives largely listed as inhibitors; active = well fitted inhibition curve with a large enough effect, not every such curve was filed as active; inconclusive = small, poorly fitted or top-dose-only effect, or another doubt; inactive = no such curve, though single readings can be large or run the other way;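 note: plate controls were no enzyme wells and a reference inhibitor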
Target sequence (P00352 whole entry, looked up): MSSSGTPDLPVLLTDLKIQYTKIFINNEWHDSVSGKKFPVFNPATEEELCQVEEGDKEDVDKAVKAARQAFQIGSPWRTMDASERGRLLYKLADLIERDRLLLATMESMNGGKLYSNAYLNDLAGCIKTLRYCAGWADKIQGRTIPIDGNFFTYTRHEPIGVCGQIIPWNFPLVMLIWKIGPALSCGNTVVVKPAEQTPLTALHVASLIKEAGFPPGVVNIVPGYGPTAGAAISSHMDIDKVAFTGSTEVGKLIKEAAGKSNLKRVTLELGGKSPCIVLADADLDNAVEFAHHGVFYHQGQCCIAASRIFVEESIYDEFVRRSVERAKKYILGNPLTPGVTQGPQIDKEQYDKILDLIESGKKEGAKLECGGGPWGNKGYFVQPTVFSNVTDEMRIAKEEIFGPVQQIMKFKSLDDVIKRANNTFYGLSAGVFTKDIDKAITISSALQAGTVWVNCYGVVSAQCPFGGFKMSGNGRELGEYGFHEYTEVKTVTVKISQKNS
* = called active by the depositor; ? = inconclusive; . = no result given; & = joins results of further samples; [ ] = remark or other dose. Unless noted, calls come from the whole dose curve; as a rule, active = well fitted curve in the direction sought with a large enough effect; inconclusive = small, poorly fitted or top-dose-only effect, or another doubt; inactive = no such curve, though single readings can be large; an effect the other way counts as inactive or inconclusive. Potency is the fitted concentration of half-maximal effect. Not all compounds are listed; the hit share may differ from the screen's.

Preview, 9 compounds:
SMILES | aGal spleen mod | GAA spleen mod | GoLoco inh red | GAA inh | SMN2 splice up | JMJD2E inh | GAA glycogen | ALDH1A1 block
O=C(c1ccco1)c1n[nH]nc1-c1ccccc1 | -9% | 0% | 10% | 3% | -8% | 9% | 3% | -11%
CCN(C(=O)COC(=O)c1[nH]c(=O)[nH]c(=O)c1N)c1ccccc1 | -5% | -4% | 3% | 13% | ? | ? | -5% | ?
CC(C)=CCSc1nnc([C@@H](NC(=O)OC(C)(C)C)C(C)C)o1 | 7% | 2% | -2% | 1% | -4% | 1% | -2% | -5%
CCN(C(=O)CSc1cc(C)c2ccc(OC)cc2n1)C1CCS(=O)(=O)C1 (stereo unspecified) | -2% | -13% | 5% | . | . | -22% | 3% | .
FC(F)(F)c1ccccc1/C=N/Nc1ccccn1 | 5% | -16% | 7% | -3% | 6% | 11% | -30% | -2%
CCOC(=O)c1nnn(-c2nc(OC)nc(N3CCCC3)n2)c1-c1ccccc1 | -9% | -8% | 8% | -19% | -16% | 10% | 7% | 4%
CC(C)NC(=O)CCCc1c[nH]c2ccccc12 | -3% | 3% | -11% | 11% | -5% | ? | -3% | ?
COC(=O)Cc1cc(=O)n2[nH]c(C)cc2n1 | 6% | 8% | -1% | -1% | -12% | ? | 8% | ?
CC(C1CCN(Cc2cn(C)nc2-c2cccc(Cl)c2)CC1)N1CCOCC1 (stereo unspecified) | -4% | -2% | 7% | -7% | . | 0% | 9% | 5%

The listing, from the first entry:
SMILES | aGal spleen mod | GAA spleen mod | GoLoco inh red | GAA inh | SMN2 splice up | JMJD2E inh | GAA glycogen | ALDH1A1 block
O=C(c1ccco1)c1n[nH]nc1-c1ccccc1 | -9% | 0% | 10% | 3% | -8% | 9% | 3% | -11%
CCN(C(=O)COC(=O)c1[nH]c(=O)[nH]c(=O)c1N)c1ccccc1 | -5% | -4% | 3% | 13% | ? | ? | -5% | ?
CC(C)=CCSc1nnc([C@@H](NC(=O)OC(C)(C)C)C(C)C)o1 | 7% | 2% | -2% | 1% | -4% | 1% | -2% | -5%
CCN(C(=O)CSc1cc(C)c2ccc(OC)cc2n1)C1CCS(=O)(=O)C1 (stereo unspecified) | -2% | -13% | 5% | . | . | -22% | 3% | .
FC(F)(F)c1ccccc1/C=N/Nc1ccccn1 | 5% | -16% | 7% | -3% | 6% | 11% | -30% | -2%
CCOC(=O)c1nnn(-c2nc(OC)nc(N3CCCC3)n2)c1-c1ccccc1 | -9% | -8% | 8% | -19% | -16% | 10% | 7% | 4%
CC(C)NC(=O)CCCc1c[nH]c2ccccc12 | -3% | 3% | -11% | 11% | -5% | ? | -3% | ?
COC(=O)Cc1cc(=O)n2[nH]c(C)cc2n1 | 6% | 8% | -1% | -1% | -12% | ? | 8% | ?
CC(C1CCN(Cc2cn(C)nc2-c2cccc(Cl)c2)CC1)N1CCOCC1 (stereo unspecified) | -4% | -2% | 7% | -7% | . | 0% | 9% | 5%
Cc1occc1C(=O)N1CCN(Cc2ccccc2)CC1 | -5% | -9% | 5% | -4% | 2% | 11% | -11% | ?
Cc1ccc(N2C(=O)C(CN3CCCC3)C2c2ccccc2)cc1 (stereo unspecified) | 1% | 0% | 5% | -1% | -8% | -13% | 16% | ?
COC(=O)c1ccc(NC(=O)Cn2c(-c3nonc3N)nc3ccccc32)cc1 | 4% | -1% | 28% | -4% | 4% | 0% | 1%[76.3 µM] | -10%
CC(=O)Nc1ccc(C(=O)N(C)C(C(=O)Nc2ccccc2)c2ccccn2)cc1 (stereo unspecified) | -6% | -1% | -4% | 8% | -20% | -7% | -2% | -4%
CCCCNc1ccc2c3c(cccc13)C(=O)N(CCCC)C2=O | 6% | 2% | 14µM* | . | . | 6% | -11% | .
CCOC(=O)N1CCC(N2C(=O)c3ccccc3C2Nc2cc(C(=O)OC)cc(C(=O)OC)c2)CC1 (stereo unspecified) | 7% | -9% | 14% | -6% | 18% | ? | 5% | ?
O=C(COc1ccc(Cl)cc1Cl)c1ccc[nH]1 | 3% | 3% | 41%[activator] | . | . | -4% | 1% | .
COc1ccc2[nH]cc(C=O)c2c1 | 4% | -2% | 28% | 8% | -14% | 5% | 3% | ?
N#Cc1c(C#N)c(-c2ccccc2)n(-c2ccc(C(=O)O)cc2)c1N | 19% | -17% | 5% | 2% | -13% | -1% | -4% | ?
Cc1ccc(S(=O)(=O)/C(C#N)=C/c2c(N3CCOCC3)nc3c(C)cccn3c2=O)cc1 | -9% | 0% | 85%[activator] | -2% | . | -5% | 14% | 2%
Cc1cc(Cl)ccc1NC(=S)NCC(C)C | -13% | -7% | 10% | -3% | 2% | 8% | 3% | -12%
Cc1cc(=O)oc(C)c1C(=O)N1CCCc2ccccc21 | 7% | -6% | 6% | 7% | -6% | 2% | 11% | -2%
Cc1cccc(NC(=O)/C(C#N)=C\c2cccnc2)c1 | -4% | -2% | 16% | -7% | -12% | -4% | -2% | 10%
CCOc1ccc(/C=C/C(=O)NCCc2ccc(OC)c(OC)c2)cc1 | 2% | -16% | -6% | -3% | 8% | 4% | -5% | 2%
COC(=O)c1c(NC(=O)c2ccc(C)o2)sc2c1CCCCC2 | 2% | 2% | 8% | -9% | 14µM* | ? | -6% | ?
CC(=O)N[C@@H](CSC/C=C(\C)CC/C=C(\C)CCC=C(C)C)C(=O)O | -6%&4%&5% | 5%&-9%&3% | 7%&3%&4% | . | 16%&-5%&7% | 14% | . | 6%&10%&4%
COc1ccc(C(CNC(=O)c2ccccc2SC)N(C)C)cc1 (stereo unspecified) | -1% | -3% | -11% | ? | 6% | 2% | 0% | -5%
COC(=O)[C@@]1(Cc2ccc(F)cc2)[C@H]2c3cc(C(=O)N4CCCC4)n(CCN4CNCC4=O)c3C[C@H]2CN1C(=O)c1ccccc1 | 9% | 6% | 6% | . | 4% | ? | . | -2%
COCCCNC(=O)CC(NS(=O)(=O)c1ccc(C)cc1)c1ccco1 (stereo unspecified) | -5% | -8% | 7% | ? | -6% | 4% | 11% | 0%
O=C(/C=C\Nc1ccc(Cl)cn1)c1ccc(Br)cc1 | 0% | 2% | 24% | 5% | 11µM* | -8% | 5% | -1%
COc1ccc(C(C)=O)cc1CSc1nnnn1-c1ccc(O)cc1 | 7% | 1% | -1% | . | . | -2% | 2% | .
Cc1nc2ncnn2c(C)c1CCC(=O)NCc1ccc2c(c1)OCO2 | 13% | 13% | 7% | -3% | -10% | -2% | -3% | ?
COc1ccccc1NC(=O)NCc1ccc2c(c1)OCO2 | -2% | -1% | 4% | 7% | -22% | -8% | 4% | 13%
Cc1ccc(S(=O)(=O)N(C)C)cc1NC(=O)c1cc(C(C)(C)C)nn1Cc1ccccc1 | -1% | 4% | 7% | -8% | . | -5% | -8% | 4.5µM*
Cc1ccnc(NS(=O)(=O)c2ccc(NC(=O)c3ccc(N4C(=O)CCC4=O)cc3)cc2)n1 | 6% | -12% | 12% | -5% | -1% | 14% | 1% | 7%
CCN(CC(=O)NC(=O)NCc1ccccc1)Cc1nc2ccccc2c(=O)[nH]1 | -8% | . | 5% | -3% | -10% | 4% | -8% | -9%
Cc1ccc(-n2cc(CN3CCN(Cc4nccn4C)CC3)c(-c3cccc(C)c3)n2)cc1 | 6% | 1% | 13% | 8% | . | -9% | 0% | 3%
Cc1cc(C)cc(NC(=S)NCc2ccc(F)cc2)c1 | 3% | 3% | 11% | -3% | 9% | 4% | -1% | -2%
COc1ccccc1/C=C/C=N/n1c(-c2ccc(F)cc2)n[nH]c1=S | 1% | -2% | 6% | 4%[15.4 µM] | . | -10% | -6% | ?
CCn1c(SCC(=O)NC(C)C)nnc1-c1cccs1 | -1% | -1% | 3% | 5% | -23% | -3% | 3% | -6%
NC(=O)C1(S(=O)(=O)c2ccccc2)CCCCC1 | 7% | -4% | 9% | -6% | 4% | 8% | 1% | -1%
CCOc1ccc(N2C(=O)C(Cl)=C(Nc3ccccc3O)C2=O)cc1 | -10% | -8% | 76%[activator] | -13% | 11% | -20% | ? | 14µM*
CC(C)CSc1nc(N2CCOCC2)c2c(c1C#N)CC(C)(C)SC2 | 6% | -12% | 0% | -10% | -13% | ? | -5% | ?
COc1cc(NC(=S)N(C)C)c(OC)cc1Cl | 4% | -1% | -1% | . | . | 3% | 1% | .
CC1(C)CC(=O)c2c(oc3ccc(NS(=O)(=O)c4cccc5cccnc45)cc23)C1 | 0% | -4% | 6% | 1% | . | 10% | -8% | ?
CCc1ccc2nc3n[nH]c(N)c3cc2c1 | -8% | -3% | 11% | 1% | ? | -9% | 18µM* | ?
O=C(CCC(=O)N1CCN(c2ccccn2)CC1)Nc1nnc(C2CCCCC2)s1 | -2% | -4% | -13% | -3% | 3% | 4% | 13% | ?
N#Cc1c(N)oc(-c2ccco2)c1-c1ccco1 | -3% | 3% | 20% | -4% | -14% | 1.6µM* | ? | ?
COc1ccccc1OCc1ccc(C(=O)NCc2cccnc2)o1 | 2% | 2% | 1% | -4% | -9% | 3% | -21% | -1%
CCN(c1ccccc1)S(=O)(=O)c1ccc(OC)c(N=N/C(C(=O)Nc2ccccc2)=C(/C)O)c1 | -6% | . | 93%[activator] | 6% | -2% | -4% | -5% | -9%
